From PubChem
PI4K2A block: inhibitors of human PI4K2A. Q9BTU6. purified PI4K2A, ADP-Glo luminescence, 1 h; hits give low values. activity change, negative = inhibition, % at 76.9 µM. hit rate 0.13% among 420,000; in the data active means activity change below about -50%; inconclusive means mostly about -30% to -49%;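 further: -100% = wells without enzyme as full effect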
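ADP-Glo luminescence measured ADP generated by PI4K2A enzyme (4 ug/mL before mixing) with 1.2 mM PI substrate (pre-mix) and 300 microM ATP (pre-mix). Tris pH7.5 buffer with MgCl2, Triton X-100; 1 h reaction at ambient temperature.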
USP1-UAF1 inh: USP1/UAF1 (human) deubiquitinase inhibition; hit rate 0.23% among 390,000; Potency, µM (highest dose often 57.1 µM), for the others: top-dose activity change, negative = inhibition, hits mostly inhibitors; recombinant USP1/UAF1, Ub-Rhodamine cleavage fluorescence; AID 743255; O94782; further: potency means the concentration at half of the fitted maximal effect; on the % scale 0 is the no-effect control and ±100 the full control effect; nearly all actives have a fitted effect of over 60% in size; inactives centre near -12
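1 nM enzyme complex + cpd, 15 min RT; start with Ub-Rho 150nM final; kinetic fluorescence ex 480/em 540, 6 reads q60 s. Buffer 50mM HEPES pH 7.8, 0.5mM EDTA, 0.1 mg/ml BSA, 1mM TCEP, 0.01% Tween-20.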
Tb PGK inh: blocks T. brucei phosphoglycerate kinase | PGK/GAPDH coupled, Kinase-Glo luminescence, 60 min | hit rate 0.043% among 380,000 | Potency, µM (top dose mostly 57.5 µM), for the others: at the top dose activity change, negative = inhibition, actives largely listed as inhibitors | AID 602233; further: potency means the concentration at half of the fitted maximal effect; on the % scale 0 is the no-effect control and ±100 the full control effect; nearly all actives have a fitted effect of over 60% in size
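Recombinant glycosomal PGK reaction used 1,3-bisphosphoglycerate generated in-well by GAPDH (100nM final) in 100mM TEA pH 7.6, 5mM MgCl2, 0.01% Tween-20. After 60 minutes at room temperature, ATP was read by Kinase-Glo Plus luminescence end-point.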
HP1b chromo inh: blocks HP1-beta chromodomain binding to methylated histone tails; P83916; AlphaScreen HP1-beta / biotin-H3K9me3 peptide binding; Potency, µM (titrated, usually from 114 µM), inactives show at the highest dose activity change, negative = inhibition, usual class: inhibitors; hit rate 0.56% among 390,000; AID 540317; further: potency means the concentration at half of the fitted maximal effect; nearly all actives have a fitted effect of over 70% in size; inactives centre near 23
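Compound inhibition of the preformed complex between 50 nM HP1-beta and 50 nM biotinylated H3K9me3 peptide was read by AlphaScreen. Buffer was PBS pH 7.4 with 0.01% Tween-20. Incubations ran 30 min at room temperature, with 10 ug/mL donor/acceptor beads.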
rTrxR1 inhibitor: blocks rat thioredoxin reductase 1; O89049; recombinant rTrxR1, NADPH fluorescence consumption, selenite substrate; Potency, µM (highest dose often 114 µM), for inactives: at the highest dose activity change, negative = inhibition, actives largely listed as inhibitors; hit rate 1% among 390,000; further: potency means the concentration at half of the fitted maximal effect; on the % scale 0 is the no-effect control and ±100 the full control effect; nearly all actives have a fitted effect of over 65% in size
Target sequence (O89049 whole entry, looked up): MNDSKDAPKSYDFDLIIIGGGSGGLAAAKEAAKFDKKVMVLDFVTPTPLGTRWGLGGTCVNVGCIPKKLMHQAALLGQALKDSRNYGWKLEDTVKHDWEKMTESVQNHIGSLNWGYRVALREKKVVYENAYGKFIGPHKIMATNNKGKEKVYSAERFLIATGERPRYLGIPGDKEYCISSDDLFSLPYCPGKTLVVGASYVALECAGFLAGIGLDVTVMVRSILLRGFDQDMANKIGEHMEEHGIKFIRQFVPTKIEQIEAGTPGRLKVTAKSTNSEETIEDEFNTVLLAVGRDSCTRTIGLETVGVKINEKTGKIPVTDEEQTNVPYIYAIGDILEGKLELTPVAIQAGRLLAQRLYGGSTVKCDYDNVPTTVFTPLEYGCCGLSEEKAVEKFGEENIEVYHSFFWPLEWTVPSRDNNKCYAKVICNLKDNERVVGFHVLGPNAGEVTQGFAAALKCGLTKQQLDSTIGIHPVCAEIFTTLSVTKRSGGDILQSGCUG
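Rat TrxR1 (90 nM in the dispensed reagent) was pre-reduced with 400 uM NADPH for 5 min at room temperature, then incubated with compound for 15 min. After 400 uM selenite was added, NADPH fluorescence (Ex 340/Em 450 nm) was followed for 8 min.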
TrxR1 substrate: substrates of rat thioredoxin reductase 1. purified TrxR1 substrate turnover, NADPH consumption readout. hit rate 0.01% among 390,000. Potency, µM (series often up to 114 µM), for the others: at the top dose activity change, negative = substrate turnover. AID 588456; further: potency means the concentration at half of the fitted maximal effect; on the % scale 0 is the no-effect control and ±100 the full control effect; nearly all actives have a fitted effect of over 50% in size
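Rat TrxR1, dispensed at 90 nM, was prereduced with 400 uM NADPH (final) for 5 min at ~22 deg C, then incubated with compound 15 min before 400 uM selenite. A first-read NADPH fluorescence drop versus no-compound background flagged substrates.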
Pin1 inhibitor: blocks the human prolyl isomerase Pin1 | Q13526 | Pin1 FP peptide displacement, HiFluor488, 10 min | Potency, µM (series often up to 115 µM), for the others: at the highest dose activity, negative = inhibition, actives largely listed as inhibitors | hit rate 0.009% among 390,000 | AID 504891; active means well fitted inhibition curve with a large enough effect in the polarisation, with a control signal flat, not every such curve was filed as active; inconclusive means small, poorly fitted or top-dose-only effect, or effect the other way, or a change in a side signal; inactive means no such curve, though single readings can be large or run the other way; the % refers to the polarisation; further: potency means the concentration at half of the fitted maximal effect; on the % scale 0 is the no-effect control and ±100 the full control effect
Target sequence (Q13526 whole entry, looked up): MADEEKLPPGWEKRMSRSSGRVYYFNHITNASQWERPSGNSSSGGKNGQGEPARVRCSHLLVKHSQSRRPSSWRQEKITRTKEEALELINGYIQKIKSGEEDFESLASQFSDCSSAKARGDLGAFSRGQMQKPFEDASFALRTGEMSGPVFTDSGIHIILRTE
IDH1 R132H inh: blocks human mutant IDH1 R132H enzyme; O75874; IDH1-R132H enzyme, NADPH consumption, diaphorase/resazurin fluorescence; Potency, µM (doses to about 76.6 µM), inactives show at the highest dose activity change, negative = inhibition, most hits filed as inhibitors; hit rate 0.093% among 390,000; AID 602179; further: potency means the concentration at half of the fitted maximal effect; on the % scale 0 is the no-effect control and ±100 the full control effect; nearly all actives have a fitted effect of over 65% in size
Target sequence (O75874 whole entry R132H, stated change not applied): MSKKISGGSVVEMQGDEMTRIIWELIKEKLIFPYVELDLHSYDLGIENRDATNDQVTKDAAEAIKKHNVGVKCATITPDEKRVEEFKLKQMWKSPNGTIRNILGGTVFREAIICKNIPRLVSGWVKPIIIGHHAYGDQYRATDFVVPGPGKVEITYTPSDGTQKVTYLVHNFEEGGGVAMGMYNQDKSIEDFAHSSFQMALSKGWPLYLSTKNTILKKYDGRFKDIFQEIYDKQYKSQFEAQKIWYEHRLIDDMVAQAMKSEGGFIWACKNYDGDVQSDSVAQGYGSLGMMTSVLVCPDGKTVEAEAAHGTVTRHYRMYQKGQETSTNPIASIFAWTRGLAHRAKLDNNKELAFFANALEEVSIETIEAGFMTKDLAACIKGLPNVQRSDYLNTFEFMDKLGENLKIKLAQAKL
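IDH1-R132H (0.5 ug/mL dispensed) in pH 7.5 Tris buffer was preincubated 30 min with compound, then given a substrate mix of 0.016 mM NADPH and 2 mM alpha-KG for 80 min at room temperature; remaining NADPH was read by diaphorase/resazurin fluorescence.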
GLS inh: glutaminase GLS (human) inhibition. GLS enzymatic activity, qHTS titration. Potency, µM (doses to about 45.5 µM), without a hit: at the top dose activity change, negative = inhibition, actives largely listed as inhibitors. AID 624170. hit rate 0.21% among 410,000; further: potency means the concentration at half of the fitted maximal effect; on the % scale 0 is the no-effect control and ±100 the full control effect
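Enzyme dispensed in phosphate buffer (45 mM, pH 8.2, 0.02% Tween-20), compounds pinned in, then 1 mM L-glutamine solution and the glutamate oxidase–HRP–Amplex Red mix added; fluorescence read immediately and again after 30 min at room temperature.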
* hit, by the source's call; i = inactive; ? = inconclusive; . = no result given; [ ] = remark or other dose. Unless noted, the call rests on the fitted dose curve; in most records, active means well fitted curve in the direction sought with a large enough effect; inconclusive means small, poorly fitted or top-dose-only effect, or another doubt; inactive means no such curve, though single readings can be large; an effect the other way counts as inactive or inconclusive. These rows are one share of the data; the hit share may differ from the screen's.

Fields – HP1b chromo inh, rTrxR1 inhibitor, GLS inh, Pin1 inhibitor, IDH1 R132H inh, PI4K2A block, TrxR1 substrate, Tb PGK inh, USP1-UAF1 inh
> O=c1ccc2c(-c3ccccc3)c3ccc(O)cc3oc-2c1
→ ?, -8%[57.1 µM], -29%, ?, -5%, -11, -3%[57.1 µM], -13%, 3.5µM*
> OCCN1CCN(c2nnc(-c3ccccc3)c3ccccc23)CC1
→ 11%, 17%, 1%, 1%, -20%, 9, -3%, i, -5%
> CCCc1cc(C(=O)Nc2ccc(C(=O)c3ccc(C)cc3)cc2)n(C)n1
→ 44%[activator], 1%, 9%, 3%, -6%, 9, -9%, 6%, -15%
> N#Cc1cnc(NN)nc1
→ ?, 13%[57.1 µM], ?, -1%, 1%, -3, 5%[57.1 µM], -3%, -2%
> Cc1cc(NC(=O)CN2CCCCCCC2)no1
→ ?, 16%, 37%[activator], -4%, -1%, -2, 10%, -6%, -26%
> COc1ccccc1CNC(=O)CCCCn1c(=O)c2ccccc2n(CC(=O)Nc2cc(Cl)ccc2C)c1=O
→ 25%, 20%, 11%, 8%, -13%, 0, 1%, -8%, -26%
> COc1ccc(OCC(=O)NCCc2c[nH]c3ccccc23)cc1
→ 2%, 6%, 13%, 1%, 13%, 4, -4%, i, -3%
> CCc1ccccc1NC(=O)CSc1nnc(-c2ccncc2)o1
→ 30%, -11%, 1%, 0%, -13%, 3, -15%, -4%, -7%
> O=C(NC12CC3CC(CC(C3)C1)C2)N1CCN(c2ccccc2)CC1
→ 19%, 22%, 1%, 1%, 0%, -5, -1%, i, -22%
> Cc1cccc(Nc2cc(C)c3c(O)cccc3n2)c1C
→ -3%, 24%, 40%[activator], 0%, 26%, -2, 3%, -3%, -20%
> Cc1ccc(S(=O)(=O)N2CCOC23CCN(C(=O)c2ccccc2Br)CC3)cc1
→ 11%[57 µM], 13%, -7%, -3%, -10%, -4, -2%, 4%, -28%
> O=C(N/N=C/c1cc(Br)cs1)c1ccc2c(c1)OCCO2
→ 1%, -8%[57.1 µM], -1%, 4%, 1%, -1, -4%[57.1 µM], -3%, -15%
> CCOCCCNC(=O)c1cn(CC(C)C)c(=O)c2cc(OC)c(OC)cc12
→ 24%, 12%, -4%, 17%, 2%, -5, -1%, i, -17%
> Cc1nn(-c2ccccc2)c(Cl)c1/C=N/NC(=O)c1ccccc1NS(=O)(=O)c1cccs1
→ 12%, -7%, -4%, 19%, -9%, -2, 2%, 0%, -11%
> CC(C)N(C(=O)[C@H]1C[C@H](CC(=O)NCc2cccc(C(F)(F)F)c2)C(=O)N2CCc3c([nH]c4ccc(Cl)cc34)[C@]12C)C(C)C
→ 14%, 2%, -3%, ?, -3%, 1, -15%, 8%, ?

The final three entries of the part above open the next one.
Fields – HP1b chromo inh, rTrxR1 inhibitor, GLS inh, Pin1 inhibitor, IDH1 R132H inh, PI4K2A block, TrxR1 substrate, Tb PGK inh, USP1-UAF1 inh
> CCOCCCNC(=O)c1cn(CC(C)C)c(=O)c2cc(OC)c(OC)cc12
→ 24%, 12%, -4%, 17%, 2%, -5, -1%, i, -17%
> Cc1nn(-c2ccccc2)c(Cl)c1/C=N/NC(=O)c1ccccc1NS(=O)(=O)c1cccs1
→ 12%, -7%, -4%, 19%, -9%, -2, 2%, 0%, -11%
> CC(C)N(C(=O)[C@H]1C[C@H](CC(=O)NCc2cccc(C(F)(F)F)c2)C(=O)N2CCc3c([nH]c4ccc(Cl)cc34)[C@]12C)C(C)C
→ 14%, 2%, -3%, ?, -3%, 1, -15%, 8%, ?
> COC(=O)c1sc(NC(=O)c2c(-c3ccccc3)noc2C)nc1C
→ 41%[activator], 0%, 4%, 0%, 15%, -2, -5%, 2%, -13%
> O=C(Nc1c(C(=O)O)oc2ccc(Br)cc12)c1ccccc1
→ 26%, 7%[57.1 µM], 0%, -2%, 1%, -2, 10%[57.1 µM], -6%, -21%
> Cn1c(C(=O)OC(C(=O)NC(C)(C)C)c2cccnc2)cc2sccc21 (centres undefined)
→ 37%[activator], 0%[57.1 µM], 3%, 1%, -3%, -3, -3%[57.1 µM], 1%, -14%
> CCCCCC(=O)Nc1ccc(N2CCOCC2)c(S(=O)(=O)Nc2ccc(OC)cc2)c1
→ 10%, 19%, 3%, -11%, 0%, 0, -6%, 1%, -18%
> CC(CCN1CCN(c2ccccc2)CC1)c1ccccc1 (centres undefined)
→ 5%, 13%, 18%, 2%, -12%, -5, -4%, 1%, 1%
> CCOC(=O)CN1C(=O)CCSc2ccc(Cl)cc21
→ 52%[activator], -1%, 2%, 0%, -4%, 5, -6%, -2%, -18%
> COc1ccccc1NC(=O)Cn1c(=O)oc2ccccc21
→ 9%, 15%, 7%, 0%, 6%, -4, 10%, ., -16%
> Cc1ccc(S(=O)(=O)Nc2ccc(Br)cc2C(NCC(=O)O)c2ccccc2)cc1 (centres undefined)
→ 20%, -9%, 9%, -26%, 2%, -3, -8%, 1%, -8%
> CC(=O)CSc1nc(-c2cccs2)c(C#N)c(=O)[nH]1
→ 18%, -2%, 14%, 40%[activator], 0%, -3, -4%, 10%, -9%
> COc1ccc(NC(=O)CC2Nc3ccccc3NC2=O)c([N+](=O)[O-])c1 (centres undefined)
→ 1%, 10%[57.1 µM], 0%, -3%, -5%, 2, -1%[57.1 µM], -1%, -20%
> COCC(=O)Nc1sc2c(c1C(=O)OC)CCCC2
→ 10%, 8%, 6%, -10%, 5%, 3, 0%, -1%, -24%
> CCOC(=O)c1ccc(COC(=O)CNC(=O)CNC(=O)c2ccc(OC)cc2)o1
→ 14%, -2%[57.1 µM], 3%, 8%, 0%, -5, -11%, 2%, 3%
> COC(=O)C(C)(C)ONC(=O)Nc1ccccc1Cl
→ -10%, 18%, -1%, 3%, 0%, 1, 2%, i, -8%
> Cc1ccc(SCc2nc(-c3ccc(C(=O)NCc4ccc(Cl)cc4)cc3)oc2C)cc1
→ 26%, 15%, -6%, -5%, 18%, 1, 6%, -8%, -12%
> CC(C)(C)c1ccc(C(=O)NC(=S)NCc2cccnc2)cc1
→ -10%, ?, 1%, 0%, 6%, -5, -4%, -2%, -23%

As entered above:
Under rTrxR1 inhibitor, Cc1ccc(S(=O)(=O)Nc2ccc(Br)cc2C(NCC(=O)O)c2ccccc2)cc1 (centres undefined) has the entry -9%
Under IDH1 R132H inh, Cn1c(C(=O)OC(C(=O)NC(C)(C)C)c2cccnc2)cc2sccc21 (centres undefined) has the entry -3%

3 entries already listed, sorted by molecular weight, low to high:
Fields – HP1b chromo inh, rTrxR1 inhibitor, GLS inh, Pin1 inhibitor, IDH1 R132H inh, PI4K2A block, TrxR1 substrate, Tb PGK inh, USP1-UAF1 inh
> CC(CCN1CCN(c2ccccc2)CC1)c1ccccc1 (centres undefined)
→ 5%, 13%, 18%, 2%, -12%, -5, -4%, 1%, 1%
> COc1ccccc1NC(=O)Cn1c(=O)oc2ccccc21
→ 9%, 15%, 7%, 0%, 6%, -4, 10%, ., -16%
> CCOC(=O)c1ccc(COC(=O)CNC(=O)CNC(=O)c2ccc(OC)cc2)o1
→ 14%, -2%[57.1 µM], 3%, 8%, 0%, -5, -11%, 2%, 3%

Following part
Fields – HP1b chromo inh, rTrxR1 inhibitor, GLS inh, Pin1 inhibitor, IDH1 R132H inh, PI4K2A block, TrxR1 substrate, Tb PGK inh, USP1-UAF1 inh
> NC(=O)COC(=O)CSc1ccc2ccccc2c1
→ 35%, 13%, 3%, -7%, 0%, 2, -5%, i, -14%
> CC(Oc1ccc2c3c(c(=O)oc2c1)CCC3)C(=O)NC1CCN(Cc2ccccc2)CC1 (centres undefined)
→ 25%, 23%, 0%, -5%, -1%, -1, 22%, -3%, -9%
> O=C(Nc1nnc(C2=COCCO2)o1)c1ccc([N+](=O)[O-])s1
→ 25%, ?, 10%, -7%, 18%, -2, -16%, -7%, -29%
> N#CC(C#N)=CNc1cccnc1
→ 43%[activator], -5%, 2%, -8%, 9%, 0, -5%, -1%, -26%
> COc1ccc(N=Cc2sc3ccccc3c2Cl)cc1
→ 59%[activator], 8%, -4%, 8%, 8%, -8, -9%, ., -18%
> O=C(Cc1ccc(Cl)cc1)NN1C(=O)c2ccccc2C1=O
→ 3%, 19%, 74%[activator], 0%, 1%, 3, 5%, -2%, -23%
> CCc1ccc(C2C(C#N)=C(N)Oc3cc(N)ccc32)cc1 (centres undefined)
→ 44%[activator], 4%, -2%, ?, -9%, -11, 2%, -1%, -21%
> CC(C)NC(=O)N(C)C[C@@H]1Oc2ncc(-c3cccc(C#N)c3)cc2C(=O)N([C@H](C)CO)C[C@@H]1C
→ ., ., -1%, ., 5%, -1, ., -8%, -33%
> Cc1ccc2nsnc2c1NC(=O)COc1ccccc1F
→ 30%, 10%[57.1 µM], 10%, 0%, 3%, 1, 3%[57.1 µM], -6%, -6%
> COc1ccc(NC(=O)NC(c2ccccc2)c2ccccc2)c(OC)c1
→ 29%, 7%, -3%, -10%, -5%, -19, -1%, 7%, -13%
> COc1c(Cl)cc(Cl)cc1C(=O)Nc1ccccc1N1CCN(C(C)=O)CC1
→ 24%, 15%, 3%, -3%, -1%, 3, 10%, -1%, -20%
> Cc1ccc(Nc2nnc(SCC(=O)Nc3ncc(C(F)(F)F)cc3Cl)s2)cc1
→ 19%, -12%, -3%, 9%, 4%, 1, -6%, -2%, -14%
